Compound activity as filed in PubChem BioAssay.
APE1 inh = inhibitors of human APE1 endonuclease | AID 2517 | Potency, µM (titrated, usually from 65.8 µM), without a hit: at the highest dose activity change, negative = inhibition, most hits filed as inhibitors | recombinant APE1, TAMRA/BHQ-2 abasic DNA cleavage fluorescence | P27695 | actives 0.35% (n = 350,000);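 further: potency means the concentration at half of the fitted maximal effect; plate controls were vehicle for no effect and reference inhibitor for full effect; nearly all actives have a fitted effect of over 55% in size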
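Enzyme (0.75 nM final) and test compound are incubated 15 min at room temperature before adding 50 nM quenched THF abasic-site duplex. Cleavage dequenches TAMRA, followed at 525/598 nm over three reads one minute apart.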
LDHA inh = LDHA (human) enzyme inhibition; P00338; purified LDHA, NADH/diaphorase-resazurin fluorescence; stronger effect = lower value; activity change, % (values are at about 110 or 230 µM); actives 0.15% (n = 480,000); AID 1347041; in the data active means activity change below about -30%; inconclusive means mostly about -25% to -30%;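 further: plate controls were DMSO wells for no effect and wells without enzyme for full effect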
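Enzyme activity of human lactate dehydrogenase 5 (2 nM; 0.06 mM NADH, 0.2 mM pyruvate, 5 min, RT) is measured via a resazurin/diaphorase fluorescence readout of residual NADH.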
ERG Ets-DNA blk = blocks human ERG Ets domain binding to DNA. fluorescence polarization, His-ERG Ets domain / labelled DNA. P11308. actives 0.028% (n = 370,000). Potency, µM (doses to about 76.9 µM), inactives show at the top dose FP activity, negative = inhibition, most hits filed as inhibitors; active means well fitted inhibition curve with a large enough effect in the polarisation, with a control signal flat; inconclusive means small, poorly fitted or top-dose-only effect, or effect the other way, or a change in a side signal; inactive means no such curve, though single readings can be large or run the other way; the % refers to the polarisation;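 further: polarization taken with two DNA probes labelled with fluorescein and Texas red; potency means the concentration at half of the fitted maximal effect; % of control where 0% means no effect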
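His-tagged ERG Ets domain (1 uM in the protein solution; 300mM KCl, 50mM Tris-HCl, 1mM EDTA, 1mM DTT, pH 7.5) received compound, then a probe mix of 5 nM fluorescein-DNA and 100nM Texas-615-DNA. Fluorescence polarization was read for both dyes.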
POLH inh = blocks human DNA polymerase eta activity; Q9Y253; recombinant Pol eta, fluorescent DNA replication assay; Potency, µM (highest dose often 114 µM), inactives show at the highest dose activity change, negative = inhibition, most hits filed as inhibitors; actives 1.2% (n = 390,000); AID 588591; further: potency means the concentration at half of the fitted maximal effect; on the % scale 0 is the no-effect control and ±100 the full control effect
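Pol eta at 10 nM preincubated with compounds 15 min at room temperature; reaction started with fluorescent substrate (50 nM final) and read kinetically at 0 and 10 min.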
12-LOX inh = inhibitors of human 12S-lipoxygenase ALOX12. purified 12hLO, xylenol orange hydroperoxide absorbance. Potency, µM (highest dose often 108 µM), for inactives: at the highest dose activity change, negative = inhibition, hits mostly inhibitors. actives 1.1% (n = 580,000). AID 1671190. P18054; further: potency means the concentration at half of the fitted maximal effect; on the % scale 0 is the no-effect control and ±100 the full control effect
Target sequence (P18054 whole entry, looked up): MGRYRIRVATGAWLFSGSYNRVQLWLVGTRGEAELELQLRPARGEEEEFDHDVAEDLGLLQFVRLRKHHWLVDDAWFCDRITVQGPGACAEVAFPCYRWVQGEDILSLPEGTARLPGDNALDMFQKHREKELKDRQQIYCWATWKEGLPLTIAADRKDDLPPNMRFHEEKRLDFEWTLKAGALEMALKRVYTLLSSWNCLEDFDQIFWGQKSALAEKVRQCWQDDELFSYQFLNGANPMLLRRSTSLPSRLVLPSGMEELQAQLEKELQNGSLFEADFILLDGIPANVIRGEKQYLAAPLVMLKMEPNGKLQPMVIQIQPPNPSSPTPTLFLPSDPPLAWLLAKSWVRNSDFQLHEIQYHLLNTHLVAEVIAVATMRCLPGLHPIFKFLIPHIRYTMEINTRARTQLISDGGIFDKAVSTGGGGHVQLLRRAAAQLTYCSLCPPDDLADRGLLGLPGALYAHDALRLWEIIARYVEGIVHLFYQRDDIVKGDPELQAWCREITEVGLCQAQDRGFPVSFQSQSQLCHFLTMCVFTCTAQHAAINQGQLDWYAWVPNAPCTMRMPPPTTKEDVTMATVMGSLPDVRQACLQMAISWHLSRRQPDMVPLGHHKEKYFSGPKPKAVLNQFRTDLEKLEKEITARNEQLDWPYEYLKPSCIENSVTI
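Purified human 12hLO (150 nM final) in 25 mM Hepes, 0.01% Triton X-100, pH 7.0 was preincubated 15 min at room temperature with compound. Then 40 uM arachidonic acid was added, 30 min. Hydroperoxide was read by Fe-XO absorbance ratio 573/405 nm.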
Pol kappa inh = DNA polymerase kappa (human) inhibition; actives 0.53% (n = 400,000); AID 588579; Q9UBT6; Potency, µM (top dose mostly 107 µM), inactives show at the highest dose activity, negative = inhibition, actives largely listed as inhibitors; purified Pol kappa, fluorescent DNA synthesis assay, 10 min; further: potency means the concentration at half of the fitted maximal effect; on the % scale 0 is the no-effect control and ±100 the full control effect
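Kinetic fluorescence screen: compound preincubated 15 min RT with 10 nM enzyme; 50 nM substrate (final) initiates; reads at 0/10 min.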
RGS4 inh = human RGS4 inhibition; actives 0.039% (n = 390,000); Potency, µM (doses to about 114 µM), for inactives: at the highest dose activity change, negative = inhibition, most hits filed as inhibitors; Transcreener GDP fluorescence polarization, RGS4-accelerated GTP hydrolysis; P49798; further: potency means the concentration at half of the fitted maximal effect; on the % scale 0 is the no-effect control and ±100 the full control effect; nearly all actives have a fitted effect of over 75% in size; some results filed as inactive show a strong effect at the top dose
Target sequence (P49798 whole entry, looked up): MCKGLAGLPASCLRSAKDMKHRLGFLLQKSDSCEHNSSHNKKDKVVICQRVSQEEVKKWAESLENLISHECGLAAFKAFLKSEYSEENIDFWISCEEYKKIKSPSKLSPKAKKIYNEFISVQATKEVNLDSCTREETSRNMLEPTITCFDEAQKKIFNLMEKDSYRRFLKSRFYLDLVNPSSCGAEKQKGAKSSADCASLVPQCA
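MLSMR compounds (23 nl, pin-transferred) preincubated 10 min at room temperature with a 500nM (2x) first reagent, then RGS4 at 900nM (2x) plus Transcreener GDP mix added; fluorescence polarization (620/688 nm) read before and after 90 min at 30 °C.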
Apoferritin bind = candidate novel general anesthetic via apoferritin binding. apoferritin/1-aminoanthracene competitive binding, fluorescence. Potency, µM (highest dose often 77.5 µM), inactives show at the highest dose activity change, negative = displacement, actives largely listed as inhibitors. actives 0.074% (n = 350,000). AID 485281; further: potency means the concentration at half of the fitted maximal effect; on the % scale 0 is the no-effect control and ±100 the full control effect; nearly all actives have a fitted effect of over 20% in size
Target sequence (P02791 2-175 limits assumed): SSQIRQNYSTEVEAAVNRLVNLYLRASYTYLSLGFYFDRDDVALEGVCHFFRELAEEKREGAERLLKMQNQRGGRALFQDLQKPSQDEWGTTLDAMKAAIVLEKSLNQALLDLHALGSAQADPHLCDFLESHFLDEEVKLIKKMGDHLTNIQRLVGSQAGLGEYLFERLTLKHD
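In PBS, apoferritin at 10 uM is loaded with 1-AMA from a 50% saturated solution. After 10 min of compound exposure at ambient temperature, reduced 535 nm fluorescence indicates probe displacement.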
POLB inh = inhibitors of human DNA polymerase beta. P06746. Pol beta primer extension/strand displacement, fluorescence kinetic. Potency, µM (doses to about 114 µM), inactives show at the highest dose activity change, negative = inhibition, usual class: inhibitors. actives 1.3% (n = 340,000). AID 485314; further: potency means the concentration at half of the fitted maximal effect; on the % scale 0 is the no-effect control and ±100 the full control effect
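Homogeneous kinetic assay of primer extension and strand displacement by 10 nM Pol beta, preincubated 15 min at room temperature with compound before 50 nM substrate (final) was added. Read at 0 and 10 min; four-parameter Hill fit.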
Starred values were filed as active, the others as inactive; i = inactive; ? = inconclusive; · = not tested or not shown; & = joins results of further samples; ! = a repeat was not active; [ ] = dose if it differs, or a comment. Unless noted, the call rests on the fitted dose curve; in most records, active means well fitted curve in the direction sought with a large enough effect; inconclusive means small, poorly fitted or top-dose-only effect, or another doubt; inactive means no such curve, though single readings can be large; an effect the other way counts as inactive or inconclusive. These rows are one share of the data, so the mix of outcomes need not match the whole.

SMILES	APE1 inh	LDHA inh	ERG Ets-DNA blk	POLH inh	12-LOX inh	Pol kappa inh	RGS4 inh	Apoferritin bind	POLB inh
Cc1ccc(C(=O)N2CCCC(Nc3ccc(F)c(F)c3)C2)cn1 (centres undefined)	-4.2%	-0.2	-8.6%	-2.6%	-15.5%	1.2%	30.1%	-7.3%	1.5%
CC(Sc1nc2ccccc2c(=O)n1Cc1ccco1)C(=O)c1ccccc1 (centres undefined)	-2.4%	?	-10.2%	-8.2%	8.1%	-9.2%	10.8%	-16.7%	13.5%
Cc1cccc(CNc2ncnc3ccc(-c4ccccc4C#N)cc23)c1	1.2%	·	·	·	-50.2%	-8.8%[60.1 µM]	·	-13.9%	·
O=S(=O)(c1ccc(Cl)cc1)c1cnc(-c2cccnc2)nc1-c1ccccc1	-0.2%	-1.6	2.8%	-1.5%	?	6.2%	-16.1%	-12.2%	-9.8%
Cc1cccc2cc(COC(=O)c3ccccc3)c(=O)[nH]c12	18.7%	-3.3	4.2%	-13.2%	-0.7%	1.8%	-23.4%	-19.4%	21.3%
CCCCCc1c(C)nc(N2CCOCC2)[nH]c1=O	4.4%	3.0	1.2%	-11.9%	?	-9.5%	-22.6%	-1.1%	8.2%
CCn1nc(NC(=O)c2ccccn2)c2cc3cc(C)ccc3nc21	1.0%	-7.7	0.0%	-12.0%	6.8%	-9.0%	-20.9%[11.4 µM]	-20.2%	5.2%
Cc1ccc(-c2nnc(-n3ncc(C#N)c3N)c3ccccc23)cc1C	28.5%	-8.5	-4.3%	-1.1%	-13.4%	-3.9%	5.8%	5.1%	15.8%
CCCc1nnc2c(N(C)S(=O)(=O)c3ccccc3)nc3ccccc3n12	-2.9%	-6.4	-3.1%	-3.5%	-12.3%	-17.2%	25.3%	-11.4%	34.5%
Cc1nc2ccccc2c2oc(C(=O)NCCCN3CCCC(C)C3)cc12 (centres undefined)	-6.7%	-0.3	-2.9%	3.9%	?	-2.4%	-3.4%	-12.3%	16.0%
CCn1c(CNc2ccc(C)cc2C)nnc1SCC(=O)N1CCCc2ccccc21	-2.7%	8.6	6.5%	-17.6%	0.0%	-0.4%	-12.1%	-17.8%	-2.7%
CCN1CCN(c2ccc(S(=O)(=O)N3CCCCC3)cc2NC(=O)Cc2ccccc2)CC1	7.5%	-13.3&-0.2	17.0%	-5.8%	15.8µM*!	-4.1%	-8.4%	·	·
Cc1ccc(S(=O)(=O)N2CC(C(=O)O)=CC[C@H]2c2ccc3c(c2)OCO3)cc1	1.3%	1.3	-3.1%	4.8%	-27.4%	8.2%	4.3%	·	·
COc1ccc(/C=N\NC(=O)CC(=O)Nc2cccc(Cl)c2)cc1OC	-3.8%	-0.7	-1.4%	-13.6%	-2.4%	0.6%	7.6%	?	8.6%
Cc1ccc(OCC(=O)NNC(=O)C(=O)N2CCCC2)c(C)c1	13.1%	-7.2	2.4%	-4.1%	3.9%	-0.1%	15.5%	-5.8%	52.0%
COC(=O)c1scc(C)c1N/N=C(\C)c1cc(F)c(Cl)cc1F	-1.2%	-6.5	9.5%	2.6%	?	-1.9%	0.9%	-0.5%	1.9%
COc1ccc(-c2ccc(SC)nn2)cc1	10.2%	-3.1	6.1%	-5.7%	37.3%[activator]	7.7%	2.4%	-11.7%	14.5%
Cc1ccc(S(=O)(=O)CCC(=O)NC2CCCCC2)cc1	-0.2%	-4.7	0.4%	-4.3%	?	-12.2%	3.9%	·	·
O=C(NCCCN1CCOCC1)c1cccnc1	5.1%	2.6	-5.7%	-7.7%	-7.7%	-17.7%	22.9%	-2.4%	7.7%
O=C(NNC(=O)c1cccc2ccccc12)c1ccc(Cl)cc1Cl	·	-4.4	-3.9%	0.3%	-14.0%	-1.4%	11.6%	·	·
CCn1cc(C(=O)N[C@H](C(=O)NCCN2CCOCC2)C(C)C)c(=O)c2cc3c(cc21)OCO3	-13.0%	1.5	4.1%	5.7%	-3.7%	-7.9%	9.6%	-5.7%	26.7%
CCOC(=O)CN1CCS(=O)(=O)CC1	11.9%	-3.7	-0.5%	6.1%	1.4%	-8.2%	27.5%	-3.3%	19.5%
CC(CCc1ccccc1)NC(=O)C1CCN(S(=O)(=O)c2ccc(F)cc2)CC1 (centres undefined)	-11.0%	-8.2	8.5%	-9.4%	1.3%	-4.0%	21.6%	3.2%	5.7%
O=C(Nc1ccccc1)N(Cc1ccccc1)CC(O)C(F)(F)F (centres undefined)	0.7%	-4.1	1.2%	-1.6%	22.7%	-4.4%	-4.3%	-7.6%	31.9%
O=C(NCCc1ccc(F)cc1)c1ccc(S(=O)(=O)N2CCCC2)cc1	-5.0%	1.7	2.9%	-3.6%	-3.6%	9.4%	-20.0%	·	·
COc1nc(C)nc2c1sc1nc3c(cc12)COC(C)(C)C3	3.1%	-1.6	0.9%	-10.9%	14.0%	-5.6%	-12.9%[11.4 µM]	-22.9%	1.7%
CCOC(=O)c1[nH]cnc1C(=O)N1CCC(C)CC1	5.5%	-4.0	-5.4%	-4.7%	-0.6%	0.0%	4.1%	·	·
COC(=O)CCC(=O)N1CCCC(C(=O)c2ccc(Cl)cc2C)C1 (centres undefined)	50.4%[activator]	-2.6	-4.2%	-12.2%	8.7%	0.0%	12.8%	-15.2%	0.5%
O=C(CNc1ccccc1)Nc1cccc2ccccc12	-7.2%	0.1	1.0%	-0.5%	8.9%	-13.1%	7.3%	-11.8%	0.6%
CCC(c1nnnn1CCOC)N(Cc1cc2cc(C)c(C)cc2[nH]c1=O)CC1CCCO1 (centres undefined)	-1.2%	-1.7	-0.4%	-6.5%	-28.5%	-9.2%	24.3%	151.2%[activator]	5.0%
Cc1oc(-c2ccc(Cl)cc2)nc1CS(=O)CC(=O)NCCCN1CCOCC1 (centres undefined)	5.2%	-5.6&-0.7	-5.2%	-14.5%	-5.2%&-10.3%	0.5%	-7.0%	-6.7%	17.0%
COc1cc(NS(=O)(=O)c2ccc(Br)s2)cc(OC)c1	-3.2%	13.8	0.7%	-0.9%	?	-1.3%	-15.9%	-16.6%	-3.4%
CCc1ccccc1NS(=O)(=O)c1ccc2[nH]cc(C(=O)NC3CCCC3)c(=O)c2c1	?	0.1&-6.1	-4.9%&-2.5%	?	?	-22.0%&-13.8%	-19.4%&-24.4%	?	?
Cc1ccc(C(=O)Nc2ccccc2Oc2ccccc2)o1	·	-0.4	-7.9%	-23.3%	i	4.1%	13.1%	·	·
Cc1ccc(C)c(CN2CCC(CNC(=O)CCc3nnc4ccc(N5CCCCC5)nn34)CC2)c1	27.6%	-7.4	-6.1%	-4.5%	37.0%[activator]	-24.9%	3.9%	-18.8%	-1.2%
Cc1ccc(NC(=O)N2CCCC2C(=O)NCc2ccc(Cl)cc2)cc1 (centres undefined)	20.6%	-0.9	14.2%	-0.2%	20.3%	14.2%	5.5%	6.0%	27.1%
CCCCn1c(N)c(N(CC(C)C)C(=O)CSCC(=O)Nc2ccc(OC)cc2)c(=O)[nH]c1=O	-1.5%	-3.5	0.3%	-16.4%	-21.1%	-16.1%	38.8%	·	·
O=C(Nc1nc(-c2ccccc2)cs1)c1ccc2c(c1)S(=O)(=O)c1ccccc1C2=O	2.4%	0.9	6.2%	-16.5%	2.8%	-5.2%	-30.1%	-1.0%	-7.5%
COc1ccc(NC(=O)CNC(=O)CC23CC4CC(CC(C4)C2)C3)c(OC)c1	-11.0%	1.0	18.6%	-4.4%	-0.6%	-5.5%	15.8%	·	·
O=C(OCCN1C(=O)c2ccccc2C1=O)c1cc(=O)[nH]c2ccccc12	-0.8%	-2.6	3.9%	-6.0%	0.0%	-15.0%	-7.5%	-20.6%	-13.0%
CCOc1ccccc1N1CCN(C(=O)c2cc3c(s2)CCC3)CC1	-5.0%	-0.5	-7.8%	?	0.0%	-6.2%	14.6%	?	4.2%
COc1ccc(-c2nc3ccccc3n2CCC(C)C)cc1OC	5.2%	-2.2	-7.6%	?	0.0%	-25.1%	-8.0%	-20.5%	-2.7%
Cc1ccn(S(=O)(=O)c2ccc(N3CCCC3=O)cc2)n1	11.6%[12.4 µM]	6.9	53.6%[activator]	-7.4%	-2.9%	1.0%	-9.0%	8.6%	48.5%
Cc1sc2nc(CSC(C)C(=O)Nc3ccc(Cl)cn3)[nH]c(=O)c2c1C (centres undefined)	16.3%	-3.9	3.6%	?	-57.3%	-2.7%	-37.5%	·	·
COC(=O)C(C(=O)Nc1nc2ccccc2s1)C1CCCC1 (centres undefined)	-4.5%	0.5	5.8%	-12.6%	-11.3%	-6.4%	0.9%	-5.7%	-8.3%
Cc1ccc(N(C)S(=O)(=O)c2cccc(C(=O)NC3=NCCS3)c2)cc1	-1.2%	1.9	-12.4%	2.7%	0.0%	-14.3%	15.9%	?	-23.2%
CCCc1[nH]nc2c1C1(CCN(C(=O)OCc3ccccc3)CC1)C(C#N)=C(N)O2	0.7%	0.0	·	-5.5%	-23.5%	-5.1%	-20.3%	-21.5%	1.5%
